High-throughput results: PubChem, several laboratories
Rab7 wt modul – dog Rab7 wildtype GTP binding, inhibitors and activators; GST-Rab7 beads, fluorescent GTP binding, flow cytometry; actives lie on both sides; untreated = 100%, excess cold GTP = 0%; GTP binding activity (percent of control), % at 10 µM; 190,000 tested, 0.055% active; AID 758;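 active = fluorescent GTP binding to Rab7 beads changed by at least 20 points from the 100% baseline, either direction, mostly lower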;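 note: median green fluorescence of bound Bodipy-FL-GTP per Rab7 bead population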
Avidin bead fluor – avidin bead compound fluorescence profile; 220,000 tested, 0.38% active; fluorescence (KMESF) at 10 µM; Avidin beads, compound fluorescence 488/530 nm, flow cytometry; hits give high values; AID 1775; in the data active = fluorescence above about 47; note: inactives centre near 10
HRas wt GTP – changes GTP binding to wildtype human HRas; P01112; GST-Ras wt beads, Bodipy-FL-GTP binding, flow cytometry; actives lie on both sides; GTP binding activity, % at 10 µM; 190,000 tested, 0.14% active; AID 759;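 active = GTP binding activity at least 20% away from the 100% baseline, either lowered as inhibitor or raised as activator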;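 note: 0% = unlabeled GTP competition control and 100% = no-compound control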
Target sequence (P01112 whole entry, looked up): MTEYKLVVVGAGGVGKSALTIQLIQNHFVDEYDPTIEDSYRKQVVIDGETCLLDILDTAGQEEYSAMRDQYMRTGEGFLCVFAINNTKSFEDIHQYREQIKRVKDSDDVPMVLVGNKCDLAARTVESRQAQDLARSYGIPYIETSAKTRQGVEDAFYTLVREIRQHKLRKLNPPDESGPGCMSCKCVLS
Pf gamet viab – inhibitors of late stage P. falciparum gametocyte viability; P. falciparum stage V gametocytes, ATP luminescence, 24 h; inhibition, % at 10.9 µM; 150,000 tested, 0.065% active;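 active = inhibition above the mean plus 3 SD of compounds within the control limits, set per campaign, cut at about 38% in these data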;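 note: 0% = DMSO wells and 100% = medium only without gametocytes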
Rac1 wt modul – modulators of human Rac1 wildtype GTP binding | P63000 | GST-Rac1 beads, fluorescent GTP binding, flow cytometry; actives lie on both sides; 0 = cold GTP competed, 100 = untreated | GTP binding activity (% of control), % at 10 µM | 190,000 tested, 0.27% active;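 active = GTP binding activity at least 20 points away from the 100% control level, either lower or higher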
Cdc42 wt – modulators (inhibitors or activators) of GTP binding to human Cdc42 wildtype; P60953; GST-Cdc42 beads, Bodipy-GTP binding, flow cytometry; actives lie on both sides; percent activity (GTP binding), % at 10 µM; 190,000 tested, 0.2% active; AID 761;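 active = percent activity GTP binding at least 20 points away from the 100% baseline, either down as inhibitor or up as activator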;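 note: median bead fluorescence of bound Bodipy-FL-GTP at 100 nM; 0% = excess unlabeled GTP control and 100% = no compound control; below 100% means less GTP binding so inhibitor and above means activator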
Target sequence (P60953 whole entry, looked up): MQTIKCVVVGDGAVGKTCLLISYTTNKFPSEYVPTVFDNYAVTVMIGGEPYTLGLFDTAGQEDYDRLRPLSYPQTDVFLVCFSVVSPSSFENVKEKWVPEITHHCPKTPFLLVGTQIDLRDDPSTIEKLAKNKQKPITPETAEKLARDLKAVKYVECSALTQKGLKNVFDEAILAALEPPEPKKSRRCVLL
GSH bead fluor – GSH bead compound fluorescence profile; GSH beads flow cytometry, compound fluorescence 488/530 nm; hits give high values; 190,000 tested, 0.25% active; fluorescence (KMESF) at 10 µM; AID 1776; in the data active = fluorescence above about 89;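 note: glutathione beads carrying GST-tagged Bcl family fusion proteins plus one bare bead set; values are compound well signal with DMSO vehicle wells as background; inactives centre near 16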
Rab2 wt GTP – changes GTP binding to wildtype dog Rab2A, up or down. GST-Rab2 wt beads, Bodipy-GTP binding, flow cytometry. GTP binding activity, % at 10 µM. 190,000 tested, 0.19% active. AID 760. P61105;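 active = GTP binding activity at least 20 points away from 100%, either lowered or raised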;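 note: 0% = beads with excess unlabeled GTP and 100% = no-compound control corrected for plate trend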
Rac1 mut GTP – modulators of GTP binding to human Rac1 activated mutant; P63000; GST-Rac1 activated beads, fluorescent GTP binding, flow cytometry; actives lie on both sides; 100% means binding = to untreated wells; percent activity (GTP binding), % at 10 µM; 190,000 tested, 0.11% active;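 active = GTP binding at least 20 percentage points away from the 100% baseline, in either direction, so actives lie on both sides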
ABCB1 inh – inhibitors of human ABCB1 transporter, ABCG2 counter-screen; CCRF-Adr cells, JC-1 efflux, flow cytometry; 190,000 tested, 0.067% active; inhibition, % at 6.6 µM; P08183; in the data active = inhibition above about 40%;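 note: 0% = vehicle and 100% = reference inhibitor; higher value means more JC-1 retained so stronger ABCB1 efflux block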
ABCG2 block – human ABCG2 inhibition, ABCB1 as counter-screen | Q9UNQ0 | IgMXP3 cells, JC-1 efflux, flow cytometry | inhibition, % at 6.6 µM | 190,000 tested, 0.1% active | AID 1325;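 active = inhibition above 80%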;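 note: 0% = DMSO and 100% = nicardipine control wells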
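Assay system – ABCG2 IgMXP3 and barcoded ABCB1 CCRF-Adr cell mix · Input – 3 million cells/mL in well · Reagent – JC-1 fluorescent substrate · Compound – single test compound dose, 6.6 µM final · Timing – 10 min exposure at 25 °C with rotation, no wash · Detection – flow cytometry of retained JC-1 fluorescence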
Active calls of the source: *; . = no result given. Rows are unselected; about 1.1% have a hit in one of these screens.

The first seven records, ahead of the listing:
Compound | Rab7 wt modul | Avidin bead fluor | HRas wt GTP | Pf gamet viab | Rac1 wt modul | Cdc42 wt | GSH bead fluor | Rab2 wt GTP | Rac1 mut GTP | ABCB1 inh | ABCG2 block
CC(Sc1nnc(Nc2ccccc2)s1)C(=O)NC1CCCc2ccccc21 (stereo not given) | 99 | 4 | 98 | 6 | 98 | 98 | 10 | 97 | 98 | 3.0 | 4
CN(C)c1ccc(NC(=O)COC(=O)CCC(=O)c2ccc(F)cc2)cc1 | 100 | 24 | 101 | 5 | 104 | 103 | 25 | 100 | 101 | 0.2 | 0
Cc1ccc(C)c(NC(=O)CSc2nnc(Cc3cccn3C)n2-c2ccc(F)cc2)c1 | 103 | 27 | 101 | . | 106 | 101 | 13 | 102 | 100 | 1.9 | 8
CC(C)c1ccc(O)c(NC(=O)c2cccnc2)c1 | 98 | 7 | 100 | . | 100 | 100 | 15 | 98 | 97 | 0.1 | 1
Cc1ccc(-c2nc3ccccc3n3nnnc23)cc1 | 97 | 13 | 99 | . | 99 | 100 | 27 | 98 | 96 | 0.6 | 9
CCCCN(C)C(=O)C1CCN(CCCc2ccccc2)CC1 | 97 | 291* | 99 | . | 98 | 100 | 15 | 98 | 97 | 1.1 | 2
COc1cc(OC)nc(-n2ncc(Br)c(Br)c2=O)n1 | 102 | 3 | 99 | -1 | 103 | 99 | 10 | 99 | 98 | 1.0 | 1

This part in full, from the start:
Compound | Rab7 wt modul | Avidin bead fluor | HRas wt GTP | Pf gamet viab | Rac1 wt modul | Cdc42 wt | GSH bead fluor | Rab2 wt GTP | Rac1 mut GTP | ABCB1 inh | ABCG2 block
CC(Sc1nnc(Nc2ccccc2)s1)C(=O)NC1CCCc2ccccc21 (stereo not given) | 99 | 4 | 98 | 6 | 98 | 98 | 10 | 97 | 98 | 3.0 | 4
CN(C)c1ccc(NC(=O)COC(=O)CCC(=O)c2ccc(F)cc2)cc1 | 100 | 24 | 101 | 5 | 104 | 103 | 25 | 100 | 101 | 0.2 | 0
Cc1ccc(C)c(NC(=O)CSc2nnc(Cc3cccn3C)n2-c2ccc(F)cc2)c1 | 103 | 27 | 101 | . | 106 | 101 | 13 | 102 | 100 | 1.9 | 8
CC(C)c1ccc(O)c(NC(=O)c2cccnc2)c1 | 98 | 7 | 100 | . | 100 | 100 | 15 | 98 | 97 | 0.1 | 1
Cc1ccc(-c2nc3ccccc3n3nnnc23)cc1 | 97 | 13 | 99 | . | 99 | 100 | 27 | 98 | 96 | 0.6 | 9
CCCCN(C)C(=O)C1CCN(CCCc2ccccc2)CC1 | 97 | 291* | 99 | . | 98 | 100 | 15 | 98 | 97 | 1.1 | 2
COc1cc(OC)nc(-n2ncc(Br)c(Br)c2=O)n1 | 102 | 3 | 99 | -1 | 103 | 99 | 10 | 99 | 98 | 1.0 | 1
COCC(=O)Nc1cccc(Br)c1 | 100 | 14 | 100 | 7 | 104 | 99 | 33 | 100 | 98 | 0.3 | 2
CCc1ccccc1N(CC(=O)Nc1cccc(N(C)S(C)(=O)=O)c1)S(C)(=O)=O | 100 | 17 | 100 | . | 98 | 100 | 39 | 97 | 94 | 0.4 | 1
CCCCC(=O)Nc1ccc(C(=O)Nc2ccc(S(=O)(=O)Nc3nccc(C)n3)cc2)cc1 | 96 | 8 | 99 | -7 | 101 | 99 | 2 | 99 | 99 | -1.6 | -11
CCc1nnc(N2CCN(c3ncnc4c3oc3ccccc34)CC2)s1 | 107 | 18 | 104 | . | 107 | 105 | 61 | 103 | 102 | 0.8 | 5
CCCCn1c(N)c(N(CC)C(=O)c2cc(OC)cc(OC)c2)c(=O)[nH]c1=O | 94 | 10 | 100 | -26 | 101 | 103 | 28 | 100 | 100 | 0.8 | 2
O=S(=O)(NCc1cc(-c2ccccc2)no1)c1ccccc1 | 110 | 8 | 100 | . | 102 | 97 | 67 | 100 | 93 | -0.4 | 0
COCCCNC(=O)c1c(N)n(/N=C/c2cccs2)c2nc3ccccc3nc12 | 97 | 32 | 100 | . | 99 | 101 | 12 | 98 | 98 | 2.1 | 6
O=C(O)c1cc(C2CC2)nc2ccccc12 | 102 | 7 | 103 | . | 108 | 103 | 16 | 102 | 102 | 1.4 | 9
CC(C)CCN1C(=O)c2ccc(C(=O)NCC3CCCO3)cc2C1=O (stereo not given) | 96 | 9 | 96 | 7 | 100 | 95 | 23 | 97 | 97 | 0.2 | 55
COC(=O)C(O)(NC(=O)NC(C)=O)C(F)(F)F (stereo not given) | 98 | 36 | 100 | 7 | 99 | 100 | 10 | 97 | 98 | 0.5 | 1
CN1CCN(C(=O)c2cc3nc(-c4ccccc4)cc(-c4ccccc4)n3n2)CC1 | 98 | 9 | 101 | . | 97 | 98 | 7 | 98 | 98 | 0.8 | 2
COc1ccc(C)cc1NC(=O)c1nnn(Cc2cccc(F)c2)c1N | 98 | 6 | 96 | . | 96 | 97 | 23 | 101 | 98 | 0.2 | 5
CCC(Oc1ccccc1)C(=O)N1CCC(C(N)=O)CC1 (stereo not given) | 102 | 15 | 103 | . | 108 | 106 | 34 | 104 | 102 | 0.5 | 1
COc1cc(-c2nc(C)c(C(C)=O)n2O)ccc1OCC(=O)Nc1ccc(F)cc1 | 96 | 10 | 95 | . | 102 | 92 | 18 | 95 | 91 | 0.0 | 5
COc1ccc(CN2CCN(C(=O)C3CCN(S(=O)(=O)c4cccs4)CC3)CC2)c(OC)c1OC | 98 | 10 | 99 | . | 100 | 100 | 14 | 100 | 94 | -1.5 | -3
O=C(NCC(=O)N(CC1CCCO1)C1(C(=O)NC2CCCC2)CCCCC1)c1ccccc1 (stereo not given) | 99 | 8 | 100 | . | 103 | 101 | 41 | 100 | 99 | 0.5 | 3
Cc1ccc(Nc2nc(N)nc(CSCCO)n2)cc1 | 97 | 11 | 98 | . | 101 | 98 | 30 | 97 | 96 | -0.1 | 6
CN1CCN(S(=O)(=O)c2cccc(C(=O)Nc3nc(-c4ccccc4)cs3)c2)CC1 | 99 | 8 | 101 | . | 107 | 103 | 51 | 100 | 99 | -0.1 | 11
Cc1ccc(CSC2=Nc3ccccc3C3=NC(CC(=O)NCc4ccco4)C(=O)N23)cc1 (stereo not given) | 93 | 13 | 98 | 2 | 94 | 97 | 51 | 94 | 96 | 1.0 | 2
CN(CC(=O)N1CCOCC1)C(=O)CSc1nc2ccccc2s1 | 96 | 10 | 93 | -6 | 99 | 94 | 22 | 98 | 95 | 1.2 | 3
CCC(=O)c1cc2c(C)cc(=O)oc2c(C)c1OC | 99 | 5 | 98 | 5 | 100 | 99 | 67 | 99 | 98 | 0.1 | 8
Clc1ccc(-c2nc3ccccc3n2OCc2ccccc2)cc1 | 99 | 8 | 101 | -9 | 98 | 99 | 28 | 100 | 97 | 0.4 | 13
CCN(CC)C(=O)c1sc2c(c1C)c(=O)n(-c1ccc(C)c(C)c1)c(=O)n2CC(=O)NCC1CCCO1 (stereo not given) | 95 | 37 | 95 | -5 | 93 | 98 | 7 | 95 | 94 | 0.1 | 0
Oc1ccc(-c2nc3ncccn3c2Nc2ccc3c(c2)OCO3)cc1 | 99 | 9 | 99 | -18 | 95 | 97 | 17 | 98 | 96 | 0.8 | 5
CC(C)CC(c1nnnn1CCc1ccccc1)N1CCC(C(N)=O)CC1 (stereo not given) | 100 | 5 | 101 | 2 | 107 | 101 | 17 | 99 | 100 | 0.2 | 3
O=S(=O)(Nc1ccc2c(c1)OCCO2)c1ccc2oc3ccccc3c2c1 | 99 | 9 | 100 | . | 98 | 98 | 17 | 98 | 98 | 2.1 | 10
CCc1ccc(C(=O)N2CCN(c3ccc(F)cc3)CC2)s1 | 103 | 7 | 102 | . | 103 | 102 | 30 | 102 | 99 | 0.4 | 5
CC(=O)c1cnc2cc(C)nn2c1C | 103 | 16 | 100 | . | 99 | 99 | 30 | 101 | 98 | -6.8 | -3
COc1ccc(CNS(=O)(=O)NCc2ccccc2)cc1 | 97 | 15 | 98 | 0 | 99 | 96 | 9 | 98 | 93 | 0.3 | 1
CCOCCCn1c(SCC(=O)Nc2ccc(C(N)=O)cc2)nc2ccccc2c1=O | 108 | 17 | 104 | . | 99 | 102 | 18 | 108 | 97 | 0.3 | 5
O=C(NCCN1CCCCC1)c1c(O)c2ccccc2[nH]c1=O | 97 | 14 | 98 | -11 | 98 | 97 | 8 | 101 | 97 | 0.4 | 2
Cc1cc(NC(=O)/C=C/c2cccc(Cl)c2)n(-c2nc3ccccc3[nH]2)n1 | 102 | 4 | 102 | 2 | 102 | 100 | 11 | 102 | 102 | -3.3 | -7
CCN(CC)c1ccc(C2C(C(=O)OCCOC)=C(C)NC3=C2C(=O)CCC3)cc1 (stereo not given) | 94 | 12 | 98 | -1 | 97 | 98 | 28 | 97 | 96 | 0.6 | 3
